From PubChem BioAssay
CHO-K1 Ca PAM = nonselective activator or artifact in parental CHO-K1 calcium assay | ATP EC20, Fluo-8 calcium fluorescence; 0% at ATP EC20, 100% at ATP max | activation, % at 3 µM | 0.02% of 360,000 active;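 active = activation above the run cutoff, the mean activation of all test compounds plus 3 SD, cut at about 40% in these data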;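 note: peak over basal fluorescence ratio in a 140 s read after ATP addition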
CHRM5 agonist = CHRM5 agonism in calcium assay. P08912. CHO-K1 hM5 cells, Fluo-8 calcium fluorescence; 0% DMSO wells, 100% maximal acetylcholine response. activation, % at 3 µM. 0.19% of 360,000 active;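 active = activation above the run's mean over test compounds plus 3 SD, cut at about 23% in these data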;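 note: signal is peak over basal fluorescence ratio across the kinetic read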
TAAR1 antagonist = human TAAR1 antagonism. CHO RD-HGA16 TAAR1, Fluo-8 calcium fluorescence, antagonist. inhibition, % at 3 µM. 1.5% of 360,000 active;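 active = inhibition above a per-plate cutoff, the mean inhibition of test compounds on that plate plus 3 SD, cut at about 49% in these data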;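 note: 0% = DMSO plus EC80 beta-PEA response and 100% = DMSO alone without agonist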
Target sequence (Q96RJ0 whole entry, looked up): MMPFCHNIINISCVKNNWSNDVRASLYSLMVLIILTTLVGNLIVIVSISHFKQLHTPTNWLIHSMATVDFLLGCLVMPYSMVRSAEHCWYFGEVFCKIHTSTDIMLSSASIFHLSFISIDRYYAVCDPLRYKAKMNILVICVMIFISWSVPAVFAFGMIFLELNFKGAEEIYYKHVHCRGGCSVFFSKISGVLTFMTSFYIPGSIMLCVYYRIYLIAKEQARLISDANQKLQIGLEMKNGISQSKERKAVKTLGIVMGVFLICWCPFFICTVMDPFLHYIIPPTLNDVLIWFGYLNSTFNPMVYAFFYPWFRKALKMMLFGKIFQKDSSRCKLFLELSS
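Test system – hTAAR1-expressing CHO RD-HGA16 cells, Gα16-coupled · Reagent – β-PEA at EC80 concentration, post-compound challenge · Compound dosing – 3 µM, single point · Timing – 140 s kinetic read after compound, 140 s after agonist · Detection – Fluo-8 intracellular calcium dye fluorescence, real-time kinetic reads · Control set – DMSO and EC80 PEA controls · Repeats – n of 1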
CRFR2-BP antag = antagonists of CRF-binding protein/CRF-R2 receptor complex; inhibition, % at 11.8 µM; 0.59% of 350,000 active; AID 588475; HEK293 CRF-R2/CRF-BP, CRF-induced calcium fluorescence;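 active = inhibition of the ligand-induced calcium signal above about 50% at the single tested concentration, limit read from the data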
CHRM5 antagonist = blocks acetylcholine activation of human M5 receptor | P08912 | 0.59% of 360,000 active | AID 624040 | inhibition, % at 3 µM | CHO-hM5 cells, Fluo-8 calcium fluorescence, ACh EC80;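 active = inhibition above a per-plate cutoff, the mean of that plate's test compounds plus 3 SD, cut at about 27% in these data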;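 note: 0% = acetylcholine EC80 with DMSO and 100% = DMSO without agonist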
M5 PAM = potentiates acetylcholine response at human M5 receptor; CHO-K1 hM5, Fluo-8 calcium, ACh EC20 PAM; 0% = ACh EC20, 100% = ACh EC100; activation, % at 3 µM; 0.3% of 360,000 active; AID 624038;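 active = activation above the run cutoff, the mean activation of all test compounds plus 3 SD, cut at about 18% in these data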
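system = human M5 receptor in CHO-K1 cells | compound = one concentration, 3 µM final (nominal) | schedule = Post-acetylcholine fluorescence recording 140 s | signal = Fluo-8 calcium dye fluorescence, kinetic read | benchmarks = low control EC20 acetylcholine (0%), high control EC100 acetylcholine (100%) | repeats = singlicate, one well per test compound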
TAAR1 agonist = agonists of human TAAR1; Q96RJ0; CHO RD-HGA16 TAAR1, Fluo-8 calcium fluorescence; vehicle wells 0%, saturating PEA agonist 100%; activation, % at 3 µM; 0.99% of 360,000 active;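 active = activation above the mean activation of all test compounds in the run plus 3 SD, cut at about 38% in these data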
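System: CHO RD-HGA16 cells carrying human TAAR1 plus Gα16; Incubation: 17-24 h seeding, 75 min 37 °C dye, 30 min RT; Measured by: Fluo-8 fluorescence, 5 s baseline then 140 s kinetic read; Control set: DMSO and PEA EC100; Replication: single well for each compound.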
CRFBP-R2 agonist = agonists of human CRF-binding protein/CRF-R2 receptor complex; HEK293 CRF-R2/CRF-BP, calcium dye fluorescence (FLIPR); percent of saturating CRF peptide response; activation, % at 13.2 µM; 0.46% of 350,000 active;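 active = activation of at least 50%, plus an integration ratio under a set limit after plate pattern correction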;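 note: plate controls were neutral control wells without compound for no effect and CRF at EC100 for full effect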
M4 PAM = positive allosteric modulators of human muscarinic M4 receptor; P08173; CHO-K1 hM4/Gqi5, Fluo-8 calcium fluorescence, ACh EC20; 0% = ACh EC20, 100% = maximal ACh; activation, % at 3 µM; 0.4% of 360,000 active; AID 624126;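 active = activation above its plate's cutoff, the mean activation of sample wells plus 3 SD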; note: some results filed as inactive read as strong as hits
Target sequence (P08173 whole entry, looked up): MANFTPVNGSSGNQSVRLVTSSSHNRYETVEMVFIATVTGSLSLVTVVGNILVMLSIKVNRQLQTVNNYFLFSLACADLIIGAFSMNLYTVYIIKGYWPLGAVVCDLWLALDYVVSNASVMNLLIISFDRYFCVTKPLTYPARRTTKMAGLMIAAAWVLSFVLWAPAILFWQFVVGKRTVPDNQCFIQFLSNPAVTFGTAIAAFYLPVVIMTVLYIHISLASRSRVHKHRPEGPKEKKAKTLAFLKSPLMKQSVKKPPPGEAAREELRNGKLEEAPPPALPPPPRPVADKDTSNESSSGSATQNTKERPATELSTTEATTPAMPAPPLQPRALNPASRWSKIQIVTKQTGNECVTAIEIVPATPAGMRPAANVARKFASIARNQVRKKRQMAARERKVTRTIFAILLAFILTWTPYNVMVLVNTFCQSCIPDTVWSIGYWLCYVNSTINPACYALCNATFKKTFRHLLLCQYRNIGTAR
Active calls of the source: *; . = no result given.

mol	CHO-K1 Ca PAM	CHRM5 agonist	TAAR1 antagonist	CRFR2-BP antag	CHRM5 antagonist	M5 PAM	TAAR1 agonist	CRFBP-R2 agonist	M4 PAM
COC(=O)C1=C(c2ccc3ccccc3c2)C[C@@H]2CC[C@H]1N2C(=O)N1CCC(O)CC1	-2.1	1.3	.	7.1	5.3	-5.0	.	-1.3	-0.4
C[C@]12CCC3C(CC[C@H]4C[C@@H](O)CC[C@]34C)C1=CC[C@@H]2O (some centres not stated)	12.4	1.9	29.3	-6.6	6.8	-12.3	15.0	2.6	-10.4
O=C1NC(=O)C2(CCCc3ccc(N(CCCl)CCCl)cc32)N1 (configuration not stated)	2.6	1.2	2.8	8.1	0.6	6.8	-0.2	-1.9	-0.4
CCOC(=O)[C@]12Cc3c(cc(OC)c(OC)c3OC)[C@H]1N(C(C)C)C(=O)c1ccccc12	10.8	0.7	2.7	.	-3.8	3.8	-0.6	.	1.9
C=Cn1ccnc1P(=S)(c1cc(N(CC)CC)ns1)c1nccn1C=C	13.2	0.1	-13.5	5.0	-16.8	12.1	3.5	2.7	11.8
O=C(NN=Cc1ccc(N(CCCl)CCCl)cc1)c1cccnc1	9.9	5.1	11.6	-18.3	-4.5	5.8	3.4	-2.6	-0.2
COc1ccc(CCn2c(O)c(/C=N/N3CCCCC3)c(=O)[nH]c2=O)cc1OC	15.7	7.0	1.8	-1.5	-6.8	-4.9	1.7	-1.9	3.4
COCCn1c(-c2ccccc2)cc(C(=O)O)c1C	-3.2	1.4	-6.9	19.7	13.6	-3.1	13.5	-0.4	2.9
O=C(c1c[nH]c2ccc(S(=O)(=O)N3CCOCC3)cc2c1=O)N1CCC2(CC1)OCCO2	6.7	1.9	5.5	9.4	7.2	1.8	9.5	-0.8	0.5
C/C=C/CC1(CC)C(=O)NC(=S)NC1=O	4.2	0.8	-7.2	-19.9	4.6	-4.0	0.3	2.8	-2.5
COc1ccccc1C1=NCc2nnc(C)n2-c2ccc(Cl)cc21	-3.1	2.2	-17.6	2.4	5.8	-9.0	5.4	0.9	4.6
COC(=O)C1=C(c2ccc(F)cc2F)C[C@@H]2CC[C@H]1N2C(=O)NCc1ccc(C(F)(F)F)cc1	14.7	-5.2	-16.8	5.5	11.7	-8.0	11.0	-3.7	-6.6
CC[N+](CC)(CC)CC	3.4	0.5	-4.8	-51.1	-0.6	-1.5	0.1	3.7	-3.4
CCN1CCN(C(=O)COc2ccc(S(=O)(=O)N3CCOCC3)cc2Cl)CC1	11.3	-1.1	-17.1	0.5	13.1	1.8	-2.4	1.1	5.5
CCOC(=O)C1(c2ccccc2)CCN(CC(=O)c2ccc(NC(C)=O)cc2)CC1	-10.2	-4.3	3.2	-8.0	9.3	-6.5	0.5	-1.4	11.6
COCCOC(=O)C1=C(C)OC(N)=C(C(=O)OC)C12C(=O)Nc1ccccc12 (configuration not stated)	-6.5	-4.5	-1.7	4.2	0.9	3.9	4.1	-1.1	2.3
CN1CCN(Cc2ccc(N)cc2)CC1	5.4	-4.2	5.2	-6.9	-4.3	-5.1	5.8	-0.4	-2.5
O=C1NC(=O)C2(CCN(S(=O)(=O)c3ccccc3)CC2)C(=O)N1	13.6	5.1	-6.8	4.1	7.3	0.6	8.0	2.5	4.2
Cc1nc2ccccc2c(=O)n1-c1ccc(Cl)cc1[N+](=O)[O-]	8.9	0.5	6.8	-8.4	4.2	1.5	-0.2	-2.1	-6.5
COc1ccc(N2C(=O)NC(=O)/C(=C\c3ccccc3[N+](=O)[O-])C2=O)cc1	6.3	0.6	-3.8	2.9	7.0	7.0	-0.3	-1.2	-3.8
CN1C(=O)C(=Cc2cn(CC(=O)N3CCCCC3)c3ccccc23)C(=O)N(C)C1=O	15.1	-2.6	.	1.7	5.3	4.3	.	0.6	0.2
CC1=CC(=O)OC2CC3OC4C[C@@H](C)C5OC6CC7O[C@]8(C)C/C=C\C9OC%10CC%11OC(CC(C)C%12OCCO%12)CC(O)[C@]%11(C)OC%10CC9OC8C[C@]7(C)O[C@]6(C)CCC5OC4C[C@]3(C)OC12 (some centres not stated)	-7.9	6.7	.	-32.3	2.9	9.8	.	75.0*	-4.2
COC(=O)C1=C(c2ccc(F)cc2OCc2ccccc2)C[C@@H]2CC[C@H]1N2C(=O)NCCc1ccc(F)cc1	23.7	-1.4	-3.8	8.9	12.2	-1.8	7.2	2.3	-8.3
CCCCCSc1cc(O)c(C(CNC)C(C)C)cc1OC (configuration not stated)	-5.8	-2.5	4.4	18.9	9.7	-11.1	17.6	-2.4	-4.3
O=C1NC(=O)C(=Cc2c(Cl)cccc2Cl)C(=O)N1	10.0	0.0	-1.9	-42.6	14.0	5.4	3.9	-1.3	2.4
Cc1ccccc1C(O)(Cc1ccccc1)C1CN2CCC1CC2 (configuration not stated)	19.8	-12.7	1.8	-30.3	92.3*	-29.9	8.9	3.2	-14.7
CC1([N+](=O)[O-])COP(=O)(NC2CC2)OC1 (configuration not stated)	19.2	-0.3	-11.8	2.5	13.9	-14.7	2.6	-1.3	-2.9
Cc1ccccc1NC(=NCCCN1CC1)Nc1ccccc1C	-18.7	-5.6	-23.4	-30.7	15.6	-2.1	0.0	0.2	-0.1
CCc1ccc(-n2c(O)c(/C=N/N3CCCCC3c3cccnc3)c(=O)[nH]c2=O)cc1 (configuration not stated)	-0.2	3.1	0.1	-12.2	-11.2	19.5*	0.2	-0.5	11.0
CC(=NCCCN1CCOCC1)c1c(O)[nH]c(=O)[nH]c1=O	18.7	-0.8	7.2	13.1	-0.5	-2.2	1.8	2.0	-1.1
CC1CCN(C(=O)CCl)CC1	-5.2	-0.5	-2.9	9.6	6.6	-5.6	5.1	-1.7	-2.5
FC(F)(F)c1ccccc1NC1=NCCCS1	-5.4	-6.4	-6.3	5.8	8.5	4.2	-2.1	-0.1	3.1
CC[C@H]1OC(=O)C[C@@H](O)[C@H](C)[C@@H](O[C@@H]2O[C@H](C)[C@@H](O[C@H]3C[C@@](C)(O)[C@@H](O)[C@H](C)O3)[C@H](N(C)C)[C@H]2O)[C@@H](CC=O)C[C@@H](C)C(=O)/C=C/C(C)=C/[C@@H]1CO[C@@H]1O[C@H](C)[C@@H](O)[C@@H](OC)[C@H]1OC	17.0	1.4	-27.2	2.8	-6.7	5.8	1.6	0.9	8.6
COC(=O)C1=C(c2ccc(OC(F)(F)F)cc2)C[C@@H]2CC[C@H]1N2C(=O)NC1CCCCC1	7.8	2.4	-37.0	-3.5	9.3	-2.3	1.8	-2.6	4.8
Cc1ncoc1C(=O)NCC1=C(c2ccc(S(C)(=O)=O)cc2)C[C@@H]2CC[C@H]1N2Cc1ccco1	15.8	0.9	-23.3	-1.9	-4.8	4.3	0.8	-0.1	10.2
CC(=NCCN1CCCCC1)c1c(O)n(Cc2ccccc2)c(=O)[nH]c1=O	8.7	-4.2	4.3	-5.5	3.3	0.5	16.9	2.0	2.9
C/C(=N\N1CCCCCC1)c1c(O)n(-c2ccc(C)cc2)c(=O)[nH]c1=O	-6.5	-2.6	7.5	18.0	16.0	7.9	2.4	-0.9	7.7
O=S(=O)(c1ccccc1)C1CN1c1c(F)c(F)c(F)c(F)c1F (configuration not stated)	7.2	-2.0	-14.3	.	-1.2	1.3	-0.3	.	7.5
CCCCCn1c(=O)c(C(=O)Nc2ccccc2)c(O)c2ccccc21	24.8	-5.0	-16.5	-4.7	-0.3	-3.4	2.5	2.9	3.7
CCCCC(=O)N/N=C/c1c(O)n(CC)c(=S)[nH]c1=O	20.2	-2.1	-8.7	-6.3	5.1	-4.6	3.4	-1.4	10.9
CN1C(=O)C(=Cc2ccccc2Oc2ccc(Cl)cc2)C(=O)N(C)C1=O	8.1	3.2	13.2	6.3	2.1	-3.1	15.3	-2.3	12.5
COc1ccccc1-n1c(O)c(C=NCCCn2ccnc2)c(=O)[nH]c1=O	5.1	0.1	-9.9	-9.3	-1.8	-2.1	3.7	1.2	2.1
CCCCn1nnnc1C(C1CC1)N1CCC2(CC1)C(=O)NCN2c1ccccc1 (configuration not stated)	9.9	-0.3	-11.7	.	4.8	-4.2	1.4	.	-7.0
Clc1ccc(CNC2CN3CCC2CC3)cc1 (configuration not stated)	20.3	-9.1	-13.3	9.2	14.7	-12.4	0.7	-0.6	3.2
Cc1ccc(C(=O)NC(O)C(Cl)(Cl)Cl)cc1 (configuration not stated)	20.0	-1.2	-9.9	-4.0	-0.1	6.9	0.8	-2.4	5.3
Cc1cccc(NC(=O)N2CCCC2)c1	14.0	-0.1	-2.9	-10.3	-0.8	1.1	1.7	1.4	-1.0
O=C(COc1ccc2ccccc2c1)N1CCN(CC2CC3C=CC2C3)CC1 (configuration not stated)	1.0	-7.6	-3.6	0.4	-0.8	6.6	6.8	-0.4	-9.0

Compound profiles (already shown). Order of screens: CHO-K1 Ca PAM	CHRM5 agonist	TAAR1 antagonist	CRFR2-BP antag	CHRM5 antagonist	M5 PAM	TAAR1 agonist	CRFBP-R2 agonist	M4 PAM
`CCCCCn1c(=O)c(C(=O)Nc2ccccc2)c(O)c2ccccc21` reads 24.8	-5.0	-16.5	-4.7	-0.3	-3.4	2.5	2.9	3.7
`CC[C@H]1OC(=O)C[C@@H](O)[C@H](C)[C@@H](O[C@@H]2O[C@H](C)[C@@H](O[C@H]3C[C@@](C)(O)[C@@H](O)[C@H](C)O3)[C@H](N(C)C)[C@H]2O)[C@@H](CC=O)C[C@@H](C)C(=O)/C=C/C(C)=C/[C@@H]1CO[C@@H]1O[C@H](C)[C@@H](O)[C@@H](OC)[C@H]1OC` reads 17.0	1.4	-27.2	2.8	-6.7	5.8	1.6	0.9	8.6

A portion of the library, so the mix of outcomes need not match the whole.
